Bioassay records from PubChem BioAssay.
PglD DTNB – inhibitors of Campylobacter jejuni PglD acetyltransferase; inhibition, % at 12.5 µM; 0.098% of 360,000 active; purified PglD enzyme, DTNB colorimetric CoA detection; in the data active = inhibition above about 16%, passing the limit was not always enough; inconclusive = no clear call, values can overlap the other calls; note: strong numbers were not always called active
RAD52 inh – inhibitors of human RAD52 DNA annealing; P43351; recombinant RAD52 DNA annealing, FRET fluorescence; inhibition, % at 18.7 µM; 0.46% of 360,000 active; AID 651710;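 active = every replicate showing at least 50% inhibition; inconclusive = mean inhibition at least 50% but not in every replicate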
ERp5 inh – inhibitors of human ERp5. 0.05% of 350,000 active. Q15084. inhibition, % at 9.99 µM. AID 651711. ERp5 insulin aggregation, absorbance 650 nm, 90 min;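 active = mean replicate inhibition above about 25%, with every replicate also reaching it, limit read from the data, passing the limit was not always enough; inconclusive = only one of those two criteria met; inactive = neither criterion met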
esBAF inh – blocks esBAF chromatin remodeling in mouse ES cells; 2% of 350,000 active; reporter increase, % at 12.5 µM; Bmi1-luciferase knock-in reporter, 24 h; 100% = twice the neutral-well signal; in the data active = activation above about 40%; inconclusive = no clear call, values can overlap the other calls;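 note: 0% = median of the plate's neutral control wells and 100% = double that signal; a rise in the Bmi1 reporter signal indicates esBAF inhibition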
CASP6 VEID inh – blocks human caspase-6 cleavage activity; P55212; purified caspase-6, Z-VEID-R110 cleavage fluorescence; AID 686996; inhibition, % at 12.5 µM; 0.53% of 350,000 active;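 active = mean inhibition across replicates at least about 35%, with every replicate also reaching that limit, limit read from the data; inconclusive = only one of the two criteria met; inactive = neither criterion met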;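 note: 0% = median of neutral control wells and 100% = no fluorescence left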
Target sequence (P55212 24-179 limits assumed): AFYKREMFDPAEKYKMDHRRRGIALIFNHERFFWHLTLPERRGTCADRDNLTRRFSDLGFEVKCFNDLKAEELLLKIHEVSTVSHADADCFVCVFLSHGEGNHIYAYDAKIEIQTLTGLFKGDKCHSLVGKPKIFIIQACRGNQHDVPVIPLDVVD
Target sequence (P55212 194-293 limits assumed): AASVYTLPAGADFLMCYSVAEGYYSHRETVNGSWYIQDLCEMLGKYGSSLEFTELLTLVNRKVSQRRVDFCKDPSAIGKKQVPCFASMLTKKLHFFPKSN
ARNT-TACC3 inh – ARNT/TACC3 interaction disruption | Q9Y6A5 | AlphaScreen His-ARNT PAS-B/GST-TACC3 binding, luminescence; TACC3 fragment carries E629A point mutation | inhibition, % at 9.99 µM | 0.66% of 390,000 active;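 active = mean inhibition of replicates at least 50% and at least half of replicates each reaching 50%; inconclusive = half or more replicates reach 50% but mean below 50%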;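 note: 0% = complete ARNT plus TACC3 wells and 100% = ARNT alone without TACC3; many hits fall short of the cut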
RAD54 branch – blocks human RAD54 Holliday junction branch migration. 0.14% of 360,000 active. FAM/BHQ fluorescence. inhibition, % at 10.4 µM;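 active = mean normalized replicate activity at least 40 and at least half of replicates scoring 40 or more; inconclusive = only one of the two criteria met; inactive = mean below 40 and under half of replicates reaching 40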;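 note: 0% = median of neutral control wells and 100% = median of positive control wells; inhibitors cause a drop in the FAM fluorescence signal; in these data hits start at about 50%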
Target sequence (Q92698 whole entry, looked up): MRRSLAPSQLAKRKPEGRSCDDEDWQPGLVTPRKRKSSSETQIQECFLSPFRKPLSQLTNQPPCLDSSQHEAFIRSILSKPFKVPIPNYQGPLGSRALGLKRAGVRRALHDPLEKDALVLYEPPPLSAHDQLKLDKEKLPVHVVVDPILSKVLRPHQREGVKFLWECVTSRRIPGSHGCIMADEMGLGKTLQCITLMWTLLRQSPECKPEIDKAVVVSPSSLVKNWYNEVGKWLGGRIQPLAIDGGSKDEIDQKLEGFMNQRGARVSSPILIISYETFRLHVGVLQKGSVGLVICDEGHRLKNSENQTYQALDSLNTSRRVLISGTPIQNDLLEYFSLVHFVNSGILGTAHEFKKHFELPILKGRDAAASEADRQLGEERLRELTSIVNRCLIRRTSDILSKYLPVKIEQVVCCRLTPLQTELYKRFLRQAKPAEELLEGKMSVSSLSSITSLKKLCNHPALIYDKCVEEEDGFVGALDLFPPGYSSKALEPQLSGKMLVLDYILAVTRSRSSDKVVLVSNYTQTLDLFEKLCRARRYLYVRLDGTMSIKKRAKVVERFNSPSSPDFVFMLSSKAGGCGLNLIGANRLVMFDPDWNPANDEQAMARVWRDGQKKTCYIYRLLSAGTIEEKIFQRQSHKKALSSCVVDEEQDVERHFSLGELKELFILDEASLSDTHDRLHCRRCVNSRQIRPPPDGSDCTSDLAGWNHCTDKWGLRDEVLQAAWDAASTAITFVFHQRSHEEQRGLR
E-selectin induc – E-selectin induction on HUVECs; AID 686992; activation, % at 7.58 µM; HUVEC E-selectin immunofluorescence imaging; normalized: neutral wells 0, TNF-alpha wells 100; P16581; 0.37% of 260,000 active;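 active = mean E-selectin-positive cell signal at least 10% of the positive control, reached in at least 60% of replicates, without over 20% cell loss; inconclusive = no rule given, readout overlaps actives, possibly toxicity-flagged; inactive = the rest, including those meeting only one limit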;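 note: in these data hits start at about 27%; measured in HUVEC primary endothelial cells; signal is the percent of cells scored E-selectin positive by PE staining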
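Assay system: HUVEC primary endothelial cells. Input: 3,000 HUVEC seeded per well. Doses: one compound dose added by pin transfer. Read-out basis: % PE-positive cells. Benchmarks: TNF-alpha high, DMSO low. Detection: immunofluorescence imaging. Buffer or medium: EGM-2, gelatin.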
* hit, by the source's call; i = inactive; ? = inconclusive; · = not tested or not shown; & = joins results of further samples; ! = not confirmed by another sample.

compound,PglD DTNB,RAD52 inh,ERp5 inh,esBAF inh,CASP6 VEID inh,ARNT-TACC3 inh,RAD54 branch,E-selectin induc
C#CCOCCOCCOCCNc1nc(N2CCN(C(=O)[C@H]([C@@H](C)CC)n3cc(CCCN=C(N)N)nn3)CC2)nc(N2CCN(C(=O)[C@H](CCCCN)n3cc(CCCC)nn3)CC2)n1,-3,-54,-8,-6,-44,23,-3,-0.1
Cn1ccc(C(=O)NC(=S)N2CCSCC2)n1,·,-11,3,·,-1,-9,·,-0.2
Cc1cccc(Cc2nnc(NC(=O)c3cccc(S(=O)(=O)N4CCOCC4)c3)s2)c1,0,·,·,-26,·,-3,6,·
COCC1CCN(Cc2nc(-c3ccc4c(c3)OCO4)no2)C1 (stereo unspecified),·,-3,1,·,0,-12,·,-0.1
O=C(NCCc1cn2ccccc2n1)c1cc(COc2ccc3ncccc3c2)on1,0,-27,-4,-10,1,4,4,-1.0
O=S(=O)(c1ccc(SCc2ccccc2)nc1)N1CCCC1,2,-15,1,7,1,-4,-19,·
CCOC(=O)Nc1nnc(-c2ccc(OC)cc2)s1,-2,·,·,79*,·,-3,2,·
O=C(Nc1cc(F)ccc1F)N[C@@H]1CC[C@@H](CCn2cc(C3CC3)nn2)O[C@@H]1CO,-8,-10,-2,-3,0,0,4,0.0
CCC1=C(C(=O)OC)C(c2cc(OC)ccc2OC)C(C#N)=C(N)O1 (stereo unspecified),-2,·,·,0,·,-2,5,·
Cc1nn(-c2ccccn2)c2c1-c1nc(N)ncc1CC2,-1,·,·,?,·,6,8,·
O=C(C[C@H]1CC[C@H]2[C@@H](COC[C@@H](O)CN2C(=O)c2ccccn2)O1)NC1CCC1,0,-11,-4,1,-3,6,-1,0.1
COc1ccc(-n2c(=S)[nH]c3c(oc4ccccc43)c2=O)cc1,0,·,·,1,·,-11,-2,0.0
O=C(Nc1cn(-c2ccccc2)nc1-c1cccs1)c1ccco1,6,·,·,18,·,8,-8,·
C[C@H]1CN([C@@H](C)CO)C(=O)c2cc(-c3ccc(C(=O)N(C)C)cc3)cnc2O[C@@H]1CN(C)Cc1ccc(C(=O)O)cc1,-6,1,4,-8,32,1,-1,0.2
CN(C)CCCNC(=O)CC(c1ccccc1)c1ccccc1O (stereo unspecified),6,·,·,-3,·,-7,-11,·
CCN(CC)CCNCC(=O)Nc1ccc(Oc2ccccc2)cc1,-5,8,4,·,-6,2,1,0.4
COC(=O)NCc1ccc(Cl)c(Cl)c1,3,-3,-1,-6,2,-4,6,·
CCCNC[C@H]1[C@@H](c2ccc(C3=CCCCC3)cc2)[C@@H](CO)N1C(=O)C1CCC1,·,-41,-1,·,-5,·,·,2.0
O=C(COc1ccccc1F)NC1CCN(Cc2ccccc2)CC1,-4,·,·,0,·,3,-3,·
COc1ccc(NC(=O)c2ccccc2NS(C)(=O)=O)cc1OC,3,-10,-2,1,0,1,6,·
C=CCCC1CN(Cc2ccc(OC)cc2)S(=O)(=O)c2c(cccc2N2CCCCC2)O1 (stereo unspecified),·,-37,-3,·,1,·,·,-0.2
C[C@H](NC(=O)C[C@H]1CC[C@@H]2[C@H](COc3ccc(NC(=O)C4CCOCC4)cc3C(=O)N2C)O1)c1ccccc1,-2,-7,0,-5,-1,4,-16,0.7
CCOC(=O)c1ccc(NC(=O)c2nc[nH]c2C(=O)NCCCCCNC(=O)OC(C)(C)C)cc1,-1,-10,-5,-19,-2,0,6,-0.1
CSc1nc2c(cnn2-c2ccc(C)c(C)c2)c(=O)[nH]1,-4,-7,0,-9,0,-8,-4,48*
O=C(Cc1ccccc1)NC1(Cc2ccc(O)cc2)CCCCC1,9,1,-9,-6,-2,8,4,·
O=c1cc(-c2ccc(O)c(O)c2)oc2cc(O)c([C@@H]3O[C@H](CO)[C@@H](O)[C@H](O)[C@H]3O)c(O)c12,-5,7,-4,-3,6,11,7,-0.1
c1ccc2c(c1)[nH]c1c(NCC3CCCO3)ncnc12 (stereo unspecified),9,·,·,5,·,-1,-3,·
C/C=C/c1ccc2c(c1)O[C@H](CN(C)C(=O)Nc1ccc(C(F)(F)F)cc1)[C@H](C)CN([C@H](C)CO)S2(=O)=O,0,8,14,-2,-1,19,-1,0.2
Cc1cc(C)cc(N(CC(=O)Nc2ccc(Br)cc2)S(=O)(=O)c2c(C)[nH]c(=O)[nH]c2=O)c1,-3,-12,-3,-14,2,-1,-13,·
CCNC(=O)C1(C)CCCN(C(=O)c2sc(-c3ccccc3)nc2C)C1 (stereo unspecified),-2,-14,-3,-2,3,·,4,-0.1
O=C(Nc1ccc(Cl)cc1)N1[C@@H]2CNC[C@H]1C2c1ccc(/C=C/c2ccccc2)cc1 (stereo partly specified),·,67*!,1&1,·,3&0,·,·,0.1&0.0
CSc1ccc(S(=O)(=O)N2CCC(C(=O)N3CCOCC3)CC2)cc1,-1,0,1,·,5,2,2,-0.1
Cc1nn(C2CCS(=O)(=O)C2)c(C)c1CN(C)C(=O)c1cccc(Cl)c1 (stereo unspecified),·,4,8,-4,-1,·,·,-0.3
CC(=O)c1cc(-c2ccccc2)n(CC(=O)Nc2ccc(C)c(C)c2)c1C,·,-1,?,-5,1,-1,·,1.2
O=C(C[C@H]1CC[C@@H]2[C@H](COC[C@H](O)CN2Cc2ccc(F)cc2)O1)NCc1ccccc1Cl,0,-10,1,-1,1,4,-5,-0.1
CC=Cc1ccc2n(c1=O)C[C@@H]1[C@@H](CO)[C@H](C(=O)NCCc3ccncc3)N(Cc3cncnc3)[C@H]21 (mixture of isomers),2,-3,-1,5,1,0,9,-0.2
Cc1cccc(CNS(=O)(=O)c2ccc(-c3ccc(=O)[nH]n3)s2)c1,1,-3,1,0,0,-4,1,·
C[C@@H]1CN([C@@H](C)CO)C(=O)c2cc(C#C[C@@H](C)O)cnc2O[C@H]1CN(C)C(=O)c1ccc(F)cc1,-19,-4,-3,2,3,-7,7,-0.2
Nc1c(-c2ccccc2)nnn1Cc1ccccc1,·,-21,-11,·,2,0,·,0.2
O=C(CCC1CCCN(C(=O)c2ccc3cc[nH]c3c2)C1)NCc1ccc(F)c(F)c1 (stereo unspecified),-1,-9,-1,16,-2,-22,-10,·
Cc1onc(-c2ccccc2)c1C(=O)NC(=S)NNC(=O)c1cccnc1,-4,-7,-5,·,-5,1,-5,-1.1
CCCCC(=O)Nc1nnc(S(=O)(=O)N2CCCc3ccccc32)s1,3,0,-2,-7,-1,-5,-9,0.0
CCOC(=O)C1CCCCN1Cc1cc(OC)ccc1OC (stereo unspecified),5,·,·,6,·,3,-36,·
CCOc1cc2[nH]c(=S)n(CCc3ccc(OC)c(OC)c3)c(=O)c2cc1OCC,5,·,·,4,·,-7,-6,·
O=C(Cn1c(=O)cnc2ccccc21)N1CCN(S(=O)(=O)c2ccccc2Br)CC1,0,3,3,10,-4,6,0,·
COc1ccc(NC(=O)N(Cc2ccc(C)cc2)Cc2ccccn2)c(OC)c1,6,4,3,4,-1,·,8,0.3
CC1(C(=O)Nc2cccc3cccnc23)CCN1C(=O)CCC1CCCC1 (stereo unspecified),4,i,4,-13,3,·,2,-0.2
CCN(CC)c1ccc(NC(=O)COC(=O)Cc2ccsc2)cc1,0,18,-6,2,0,10,1,1.6
CCOC(=O)CSc1nnc(Cn2nnc(-c3ccccc3)n2)n1C,0,·,·,-6,·,-6,-10,·
COc1ccc(S(=O)(=O)Nc2ccc3c(c2)CC(=O)N([C@@H](C)CO)C[C@@H](C)[C@H](CN(C)S(=O)(=O)c2cccs2)O3)cc1,-1,9,2,4,-1,-6,-4,0.1

(list continues)
compound,PglD DTNB,RAD52 inh,ERp5 inh,esBAF inh,CASP6 VEID inh,ARNT-TACC3 inh,RAD54 branch,E-selectin induc
COc1ccc(C(NC(=O)C2CCCCC2)c2c(O)ccc3ccccc23)cc1 (stereo unspecified),4,-3,5,4,-1,-9,-1,·
Nc1ccc2nc(-c3ccccn3)[nH]c2c1,1,·,·,26,·,46*,3,·
COc1cc(/C=N/N=C(\N)c2nonc2N)cc(OC)c1O,·,-10,2,·,7,24,·,·
COc1ccc(C(=O)C2CCCN(Cc3cnc(N4CCOCC4)s3)C2)cc1F (stereo unspecified),6,-10,-3,·,0,-3,-3,4.3
Cc1nnc(SCc2ccc(Cl)cc2)n1CC1CCCO1 (stereo unspecified),6,·,·,-10,·,0,-6,·
COc1ccc(NC(=O)Nc2ccccc2)cc1S(=O)(=O)N1CCCCC1,·,-10,8,·,0,3,·,·
Cc1cc(C)c2sc(N)nc2c1,11,-16,1,-2,-3,-4,3,1.9
CCC(CO)Oc1cc(NCc2ccccc2)c2ncn(C3CCCC3)c2c1 (stereo unspecified),3&2,-13,2,·,3,18&0,6&-3,0.6
C[C@@H]1CN([C@H](C)CO)C(=O)Cc2cc(NC(=O)Nc3ccccc3)ccc2O[C@@H]1CN(C)Cc1ccc(C(F)(F)F)cc1,-3,-23,2,2,0,-1,4,2.4
Cc1noc(C)c1S(=O)(=O)Nc1ccc2c(c1)C(=O)N([C@@H](C)CO)C[C@@H](C)[C@@H](CN(C)Cc1ccc3c(c1)OCO3)O2,2,7,-6,3,-2,7,-2,33*
COc1cc2c(cc1NCc1ccccn1)oc1ccccc12,-9,·,·,45*,·,5,-8,·
CCc1cccc2c(C(=O)COC(=O)c3cccc(S(=O)(=O)N(C)C4CCCCC4)c3)c[nH]c12,·,-10,0,·,-2,-5,·,0.8
O=C(C[C@H]1C[C@@H]2c3cc(NC(=O)c4cccnc4)ccc3O[C@@H]2[C@H](CO)O1)NCc1ccccn1,-3,-14,1,-4,1,0,14,0.0
CC(C)(C)c1ccc(COn2c(=O)c(-c3ccco3)[n+]([O-])c3ccccc32)cc1,-3,·,·,3,·,6,-16,·
C/C=C/c1ccc([C@@H]2[C@@H](CO)N(Cc3ccccn3)[C@H]2CNC(=O)CC)cc1,0,·,·,2,·,3,1,-0.1
CO[C@@H]1CC[C@H]2CCN(C)C(=O)[C@@H](C)N(C)C(=O)c3cccc(C#N)c3OC[C@@H]1O2,3,·,2,0,·,2,-3,0.0
Cn1ncc(Br)c1C(=O)NC1CCCCCCC1,-1,-2,-3,-2,8,-3,-5,-0.3
Oc1ccc(CN2CCCCC2)nc1-c1ccccc1,-1,·,·,-6,·,7,3,-0.2
CC(C)OCCCn1c(=O)c2ccccc2n2c(CCC(=O)NCc3ccccn3)nnc12,-3,5,6,-6,-1,0,3,·
CC(Sc1nc(-c2ccccc2)cc(C(F)(F)F)n1)C(=O)N1CCC(C(N)=O)CC1 (stereo unspecified),2,·,·,-7,·,-4,-2,·
O=C(CNC(=O)c1cccc(Br)c1)N/N=C/c1cccs1,-18,-12,3,-1,5,30,-1,·
Cc1nn(CC(=O)NC2CCC(C)CC2)c(C)c1[N+](=O)[O-] (stereo unspecified),3,-3,-10,10,-3,·,3,·
COc1ccc(CNC(=O)C[C@H]2C(=O)N(CCc3ccccc3)C[C@@H]2Cc2ccccc2)cc1,0,-7,0,-5,-2,-6,-5,·
CCOC(=O)C1=C(O)C(=O)N(C2CCCCC2)C1,2,13,0,-4,-2,2,-5,0.3
Cc1cc(C)n2nc(C(=O)OCC(=O)Nc3ccc(C)c(S(=O)(=O)N4CCOCC4)c3)nc2n1,·,-13,-1,·,2,22,·,-0.2
O=c1[nH]c(-c2ccccc2)cnc1-c1ccccc1,6,-12,4,·,-6,·,-19,·
